# High-throughput results: PubChem, several laboratories
# CDK5 p35 inh = CDK5/p35 (human) kinase inhibition; 330,000 tested, 0.01% active; Recombinant CDK5/p35, ADP-Glo luminescence, 60 min; Q00535+Q15078; inhibition, % at 10 µM; AID 488839;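 active means highest replicate inhibition of at least 50% and at least 75% of replicates reaching 50%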;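 further: plate controls were DMSO neutral control for no effect and GW8510 at 10 µM for full effect; many of its hits are not listed in these tables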
# PvdQ acylase = P. aeruginosa PvdQ acylase inhibition; inhibition, % at 10 µM; purified PvdQ acylase, fluorescence plate reader; 340,000 tested, 0.063% active; in the data active means inhibition above about 30%, passing the limit was not always enough;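 further: 0% = vehicle neutral wells and 100% = reference inhibitor wells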
# Rtt109 Vps75 = blocks Candida albicans Rtt109/Vps75 acetyltransferase activity. purified Rtt109/Vps75, ThioGlo CoA-SH fluorescence, 4 h. AID 540336. Q5AAJ8. 330,000 tested, 0.16% active. inhibition, % at 34.9 µM;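 active means inhibition of at least 50% in every replicate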
# Target sequence (Q5AAJ8 whole entry, looked up): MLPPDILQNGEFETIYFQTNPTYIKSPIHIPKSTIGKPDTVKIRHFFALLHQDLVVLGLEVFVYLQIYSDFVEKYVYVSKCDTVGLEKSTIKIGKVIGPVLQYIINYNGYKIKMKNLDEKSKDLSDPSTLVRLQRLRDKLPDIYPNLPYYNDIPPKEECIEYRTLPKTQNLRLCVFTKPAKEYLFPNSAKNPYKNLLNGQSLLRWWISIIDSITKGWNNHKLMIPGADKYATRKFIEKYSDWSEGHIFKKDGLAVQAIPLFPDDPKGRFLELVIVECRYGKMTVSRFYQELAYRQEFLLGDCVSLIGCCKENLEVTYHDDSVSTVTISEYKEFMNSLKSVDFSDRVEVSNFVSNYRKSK
# PfHsp90 set2 = growth inhibition of yeast expressing Plasmodium Hsp90; inhibition, % at 9.4 µM; AID 504621; S. cerevisiae expressing PfHsp90, BacTiter-Glo ATP, 48 h; yeast lacking PDR1 and PDR3 efflux regulators; 310,000 tested, 0.32% active;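 active means every replicate shows inhibition above about 80%, whatever the replicate mean, limit read from the data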;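 further: 0% = DMSO neutral controls and 100% = 20 µM radicicol positive controls; yeast relying on Plasmodium falciparum Hsp90 in place of its own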
# dFosB activator = enhances mouse delta FosB homodimer DNA binding | 340,000 tested, 0.99% active | purified delta FosB, TAMRA-CDK5 oligo fluorescence polarization; percent of positive-control signal above neutral wells | activation, % at 25 µM | P13346 | AID 493131;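 active means mean activation above about 17%, with every replicate also reaching it, limit read from the data, passing the limit was not always enough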;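 further: fluorescence polarization rise as delta FosB binds a TAMRA Cdk5 AP-1 oligo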
# Cardiac RTF inh = cardiac RTF calcium desensitization | P19429+P45379 | IANBD-labeled cardiac RTF, Ca2+ fluorescence | inhibition, % at 7.15 µM | 340,000 tested, 0.12% active | AID 493244;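 active means inhibition above the mean inhibition of all tested compounds plus 3 SD, cut at about 17% in these data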;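 further: assay run at fixed EC70 calcium of 1.6 mM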
# Keap1-Nrf2 PPI = Keap1-Nrf2 (human) interaction inhibition. Q14145. Keap1 Kelch-Nrf2 peptide fluorescence polarization, 1536-well. inhibition, % at 9.4 µM. 340,000 tested, 0.15% active; in the data active means inhibition above about 12%;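 further: human Keap1 Kelch domain with fluorescein labeled Nrf2 9mer peptide probe; 0% = neutral control wells and 100% = peptide positive control; higher means more block of Keap1 binding to Nrf2 peptide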
# Target sequence (Q14145 whole entry, looked up, the tested form may be a part): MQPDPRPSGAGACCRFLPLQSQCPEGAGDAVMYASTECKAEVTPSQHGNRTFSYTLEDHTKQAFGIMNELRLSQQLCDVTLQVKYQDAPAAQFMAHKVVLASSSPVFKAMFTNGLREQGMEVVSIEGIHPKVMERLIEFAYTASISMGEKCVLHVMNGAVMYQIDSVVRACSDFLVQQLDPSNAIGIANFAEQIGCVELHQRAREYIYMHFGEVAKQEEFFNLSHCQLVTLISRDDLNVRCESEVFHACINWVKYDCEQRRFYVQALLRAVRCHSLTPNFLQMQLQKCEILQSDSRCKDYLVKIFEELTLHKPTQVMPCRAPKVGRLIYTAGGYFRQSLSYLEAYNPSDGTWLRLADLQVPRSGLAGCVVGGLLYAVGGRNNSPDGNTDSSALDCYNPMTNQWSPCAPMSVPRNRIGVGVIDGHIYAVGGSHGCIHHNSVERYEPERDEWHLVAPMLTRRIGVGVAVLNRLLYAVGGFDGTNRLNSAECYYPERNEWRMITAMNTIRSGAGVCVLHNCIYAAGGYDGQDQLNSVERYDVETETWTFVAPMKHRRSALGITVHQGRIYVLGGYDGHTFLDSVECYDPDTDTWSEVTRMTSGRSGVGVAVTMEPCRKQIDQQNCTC
# cardiac RTF act = cardiac RTF calcium sensitization. 340,000 tested, 0.24% active. activation, % at 7.2 µM. IANBD-labeled TnC RTF fluorescence at EC20 calcium; 0% EC20 calcium, 100% full calcium;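 active means activation above the mean over all tested compounds plus 3 SD, cut at about 30% in these data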;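 further: rise in fluorescence read as greater calcium sensitivity of cardiac thin filaments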
# NSD2 inh = NSD2 (human) methyltransferase inhibition; inhibition, % at 12.5 µM; 310,000 tested, 0.54% active; O96028; NSD2 peptide methylation, AlphaScreen, 120 min; in the data active means inhibition above about 50%
# Mot1-301 SUMO = inhibitors of SUMOylation pathway: yeast Mot1-301 growth rescue; S. cerevisiae Mot1-301 growth rescue, ATP luminescence, 38.5C; percent above DMSO median, 100 means doubled; growth rescue, % at 18.8 µM; 320,000 tested, 1% active; AID 2716;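 active means every valid replicate shows activation above 250% relative to neutral control wells; inactive means the rest, any valid replicate at or below 250%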;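 further: OY570 slx delta 5 strain wells were the positive control but not used for scaling; some compounds called inactive have numbers as strong as hits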
# LANA DNA inh = KSHV C-LANA DNA binding inhibition; MBP-C-LANA/FAM-LBS DNA binding, fluorescence polarization; inhibition, % at 9 µM; 340,000 tested, 0.078% active; AID 504423;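 active means highest replicate inhibition at or above 60% at 9 µM, even if other replicates fall short; inactive means all replicates below 60% inhibition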;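 further: 0% = neutral control wells and 100% = 4 µM acridine orange control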
# An asterisk follows results filed as active; / = not tested or not shown.
SMILES,CDK5 p35 inh,PvdQ acylase,Rtt109 Vps75,PfHsp90 set2,dFosB activator,Cardiac RTF inh,Keap1-Nrf2 PPI,cardiac RTF act,NSD2 inh,Mot1-301 SUMO,LANA DNA inh
FC(F)(F)Oc1ccc(Nc2nc3ccccc3o2)cc1,-2.0,5,-5,22,0,6,0,-8,-6,1,1.2
CCOC(=O)/C(=N/Nc1ccc(Cl)cc1)Sc1nnnn1-c1ccc(C)cc1,/,-6,-1,-5,12,-10,-3,-2,1,26,-2.2
COC(=O)/C(=C\c1ccc2c(c1)c1ccccc1n2C)NC(=O)c1ccccc1,-1.9,-7,-28,-22,-6,-2,-4,-1,-1,-2,3.0
CCOc1cc(NC(=S)NCC2CCCO2)c(OCC)cc1NC(=O)c1ccc(C)cc1 (centres undefined),-1.2,-3,-2,6,0,11,-2,9,-2,6,-3.4
COc1ccc(CCNC(=O)C(=O)NCC2OCCN2S(=O)(=O)c2ccccc2)cc1 (centres undefined),0.2,-9,4,5,-3,-8,-6,6,/,0,1.5
N#CC(C#N)=Cc1ccc(-c2ccc(S(=O)(=O)N=C(N)N)cc2)o1,0.4,-13,1,1,7,0,-2,4,26,-18,12
CCN1C(=O)C(O)(CC(=O)c2ccc(-n3cccc3)cc2)c2ccccc21 (centres undefined),-1.2,-14,-4,19,-8,4,-6,0,9,-6,0.0
CCC(C)C(=O)OCC1(c2ccc(C)cc2OC(=O)C(C)C)CO1 (centres undefined),-0.5,-8,5,11,-1,1,0,5,/,16,2.5
CC1(c2nnc(-c3ccc(F)cc3)o2)CC(c2ccc(Cl)cc2)=NO1 (centres undefined),-1.2,-13,-2,14,-2,-10,3,-2,/,20,3.0
CC1CCN(C(=S)NC(=O)C2CCCCC2)CC1,1.7,-10,0,-41,-1,0,1,-2,3,388,-1.3
COc1cccc(C(=O)NOCc2ccccc2)c1OC,-0.7,-7,5,-13,-6,-8,4,-3,-1,-11,-0.2
COc1ccccc1CNC(=O)COC(=O)c1ccncc1,0.0,-6,-6,-32,-2,-3,-4,-4,9,4,-1.4
CC1c2nc3ccccc3n2C(CC(=O)NCCCN2CCOCC2)C(=O)N1Cc1ccccc1 (centres undefined),-0.6,-2,1,9,-3,1,-1,0,-1,8,0.1
Cn1c(CCc2ccccc2)n[nH]c1=S,-1.5,2,-1,-12,3,-21,-3,-3,-3,8,-1.8
CC(=O)N1CCOc2ccc(S(=O)(=O)Nc3ncccc3C)cc21,1.0,-12,3,9,-5,-2,-4,-2,-2,16,-1.7
Cn1c(SCc2ccccc2C#N)nnc1-c1ccncc1,-0.3,-17,-6,-20,0,0,-3,4,-1,33,-0.2
O=C(OCCN1C(=O)c2ccccc2C1=O)c1cc(S(=O)(=O)N2CCOCC2)ccc1Cl,-0.9,7,-1,/,-4,-7,2,4,1,0,-1.4
O=C(NCCNc1cc(Cl)ccc1[N+](=O)[O-])c1ccco1,0.3,-8,0,10,6,-9,3,-1,-2,-3,0.7
CCOC(=O)/C(C#N)=C/c1cc(C)n(-c2ccc(C)cc2)c1C,0.4,7,-4,9,-1,-2,0,-1,0,392,-1.7
Cn1c(N)c(C(C[N+](=O)[O-])c2ccccc2Cl)c(=O)n(C)c1=O (centres undefined),-3.4,-11,-9,-20,-3,-6,0,0,-1,216,-0.7
COc1ccc(C(c2nnnn2C2CCCC2)N2CCN(c3ccccc3)CC2)cc1 (centres undefined),0.4,-7,-18,13,-11,-6,-2,10,0,14,2.6
CC1CCCCC1NC(=O)CCS(=O)(=O)c1ccc(Cl)cc1 (centres undefined),-1.0,-6,2,-15,-1,-16,-4,4,2,11,-1.2
C=CCn1c2ccccc2c(=O)c2cc(C#CC[C@@H](C)O)ccc21,1.0,-44,-6,-5,10,-4,3,2,/,-17,0.6
COc1ccc2c(c1)CCc1c(C(=O)N3CC4(C)CC3CC(C)(C)C4)noc1-2 (centres undefined),-0.5,-14,2,12,-10,-6,-2,-5,1,0,1.3
C/C(=N\NC(=O)c1ccc([N+](=O)[O-])cc1)c1cc2ccccc2oc1=O,3.1,2,16,22,-6,4,-3,-6,5,-6,1.3
O=C(CCl)Nc1cc(-c2ccccc2)nn1-c1ccccc1,0.2,-8,3,5,-7,0,-4,-1,7,18,0.8
CC1=C(C(=O)Nc2cccc(C(=O)NCc3ccccc3C)c2)SCCO1,-0.3,3,-1,10,-7,-4,-1,4,-1,-4,0.6
CCN(CC)S(=O)(=O)c1cc(C(=O)Nc2cc(S(=O)(=O)N3CCOCC3)ccc2N2CCCC2)ccc1F,0.0,-4,8,/,-6,3,-4,-12,1,/,-0.2
CCOC(=O)N1CCN(S(=O)(=O)c2ccc(Br)s2)CC1,2.4,-8,2,-23,-10,-9,-3,1,-2,365*,-1.5
CCOC(=O)C1CCN(C(=O)CSc2cc(=O)n(C)c3ccccc23)CC1,0.5,-1,11,-27,-10,-10,4,-3,9,3,0.3
COC(=O)NNC(=O)c1ccc(C)c(Br)c1,-0.1,-9,-1,30,1,-20,-2,8,1,-1,-0.8
Cc1cc2oc(=O)cc(-c3ccccc3)c2c(C)c1-c1ccc(C#N)cc1,0.0,3,1,-19,3,-3,4,-4,/,/,0.6
O=C(COC(=O)CCCN1C(=O)c2cccc3cccc(c23)C1=O)NC1CCS(=O)(=O)C1 (centres undefined),-1.4,-5,-12,5,9,-1,3,3,-1,/,-1.1
COCCN(C(=O)COC(=O)Cc1cccc2ccccc12)c1c(N)n(Cc2ccccc2)c(=O)[nH]c1=O,-1.1,-8,24,16,-12,-8,2,-2,-1,-6,0.4
CC1(C(=O)Nc2c(F)c(F)c(F)c(F)c2F)CC1(Br)Br (centres undefined),0.6,-4,0,6,-9,-4,-2,9,0,333,1.1
COc1ccc(C(O)(CCN2CCCCC2)C2CCCCC2)cc1 (centres undefined),0.4,-3,-1,-13,-7,2,0,-4,-3,121,0.0
O=C(NCc1ccncc1)c1cccc(S(=O)(=O)Nc2ccc(F)cc2)c1,-0.5,7,9,3,-3,-1,0,1,3,/,2.5
CCc1cc2c(=O)c(-c3ccc4c(c3)OCCO4)coc2c(CN2CCCCC2C)c1O (centres undefined),2.4,7,2,6,-8,4,-1,-4,8,-1,-0.9
O=C(CCCNC(=O)c1ccc(Cl)cc1)Nc1ccccc1F,-3.0,-15,-8,26,1,-10,-3,-5,-12,66,1.6
Cc1n[nH]c(=O)c2c(NC(=O)COC(=O)c3cccc(OC(F)F)c3)oc(C)c12,0.7,15,7,/,0,2,-4,-9,2,-10,-0.6
Cc1c(C(=O)c2cccc([N+](=O)[O-])c2)c2ccccn2c1CCC#N,0.8,-7,-3,-1,-3,0,-2,2,10,-5,-2.3
COc1ccc(OC)c(NC(=O)CN(C)CCOc2ccc(Br)cc2)c1,1.8,10,8,-13,-8,9,-2,-2,5,-19,-1.6
COc1ccc(C(CNS(=O)(=O)c2ccc(NC(C)=O)c(OC)c2)N2CCCCC2)cc1 (centres undefined),3.1,-11,-2,11,0,-4,1,-3,2,15,-1.1
Cc1ccc(NC(=O)CSc2nc(=O)n(CCCN(C)C)c3c2CCC3)c(C)c1,-0.2,-1,-4,14,4,-33,-3,-3,2,236,-0.8
Cc1nnc(NC(=O)c2ccc(-c3ccc(Cl)cc3)o2)s1,1.9,-8,0,/,6,-7,0,-2,-2,3,-0.9
Cc1cc(C)n(-c2nc(SCCN(C)C)c3c4c(sc3n2)CCCC4)n1,0.1,6,23,/,-19,-4,2,4,19,-19,-6.9
COC(=O)c1ccc(N2CCN(S(=O)(=O)c3ccccc3)CC2)c([N+](=O)[O-])c1,1.8,-11,4,-14,-9,-3,3,1,-2,9,-0.3
O=C(Nc1ccc(Br)cn1)c1cccc2c1-c1ccccc1C2=O,-5.0,-6,0,4,-10,3,0,0,1,186,-2.0
CCCc1cc(=O)n2[nH]c(CCc3ccccc3)nc2n1,0.3,-17,3,/,-1,4,-2,0,-4,-18,-0.6
CN(C)CC(O)COC(c1ccc(Cl)cc1)c1ccc(Cl)cc1 (centres undefined),-0.1,-14,3,9,-9,-10,2,3,4,-20,0.1
O=c1[nH]c(=O)n(CCO)c2nnn(Cc3ccccc3)c12,-0.3,-9,1,7,0,-1,2,-10,-5,-2,-2.3
Cc1ccc(SCC(=O)Nc2cccc(NC(=O)c3ccco3)c2)cc1,0.2,-9,7,7,-7,-10,-3,2,1,-12,-0.7
COc1ccccc1/C=C/CN1CCN(c2ccccc2)CC1,0.1,-1,-3,8,-9,-2,5,-4,12,255,-1.8
Cc1ccc2[nH]c(=O)c3cc(C(=O)N(CCCOC(C)C)Cc4ccco4)sc3c2c1,1.9,-5,-9,-23,-35,1,-2,0,/,-22,0.6
Cc1ccc(S(=O)(=O)c2ccc([N+](=O)[O-])cn2)cc1,-2.2,-5,-8,95*,2,-5,6,-5,/,80,-1.7
CN(C)S(=O)(=O)c1cccc(COC(=O)CNC(=O)c2ccc(Br)o2)c1,1.8,-7,2,/,-4,-1,-3,1,1,/,-0.5
CCOc1cc(/C=N/Nc2ncc(C)c(=O)[nH]2)ccc1O,23,11,-16,-8,0,-2,-3,-4,-1,267,-2.1
Brc1ccc(-c2csc(N/N=C/c3ccco3)n2)cc1,-0.6,6,4,-12,-6,3,-2,3,2,14,-0.1
CCOC(=O)C1C(=O)C=C(c2cccs2)CC1c1ccccc1 (centres undefined),-0.7,0,-1,-3,-12,-17,2,4,-1,8,-1.1
Cc1cc(OCc2nc(-c3cccs3)no2)cc(C)c1Cl,-1.4,-16,-10,-1,-6,1,-2,-1,/,-26,0.6
CCN(CC)C(=O)C1CCN(Cc2ccc(Br)cc2)CC1,-0.1,-8,/,/,1,-21,0,4,-1,170,-2.0
O=C(COc1ccccc1)N=C1SC2CS(=O)(=O)CC2N1c1ccccc1 (centres undefined),1.0,-8,1,6,-6,-12,-1,1,39,-12,-1.4
CCOc1ccc2[nH]c(C)c(CN3CCCCC3)c(=O)c2c1,-2.0,1,7,-12,-5,-6,0,-4,-5,-15,0.8

# In another format: entries from further up
CCN(CC)C(=O)C1CCN(Cc2ccc(Br)cc2)CC1
  CDK5 p35 inh = -0.1 | PvdQ acylase = -8 | Rtt109 Vps75 = / | PfHsp90 set2 = / | dFosB activator = 1 | Cardiac RTF inh = -21 | Keap1-Nrf2 PPI = 0 | cardiac RTF act = 4 | NSD2 inh = -1 | Mot1-301 SUMO = 170 | LANA DNA inh = -2.0
O=C(Nc1ccc(Br)cn1)c1cccc2c1-c1ccccc1C2=O
  CDK5 p35 inh = -5.0 | PvdQ acylase = -6 | Rtt109 Vps75 = 0 | PfHsp90 set2 = 4 | dFosB activator = -10 | Cardiac RTF inh = 3 | Keap1-Nrf2 PPI = 0 | cardiac RTF act = 0 | NSD2 inh = 1 | Mot1-301 SUMO = 186 | LANA DNA inh = -2.0
